Compound activity (PubChem BioAssay)
Rat MKP-3 inhibitors: MKP-3 phosphatase inhibitors, primary screen, biochemical, rat enzyme, in vitro (AID 425) | 110,000 compounds, 0.17% hits | inhibition, % at 20 µM; hits with a dose series show IC50 in µM | recombinant MKP-3 phosphatase activity, fluorescence; higher % means a stronger effect; in the data active means inhibition above about 50%;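 further: plate controls were vehicle for no effect and reference inhibitor for full effect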
Hsp70 displacement: Hsp70 inhibitors, probe displacement, primary screen, biochemical, fluorescence polarization (AID 583). Hsp70 fluorescence polarization probe displacement, mP; higher % means a stronger effect. one-dose displacement, % at 20 µM; IC50 in µM for titrated hits. 140,000 compounds, 0.06% hits; in the data active means displacement above about 50%;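 further: plate controls were vehicle for no effect and reference ligand for full effect; a part of the inactive calls stands beside numbers as strong as those of hits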
An asterisk follows results filed as active; x = not tested or not shown; & = joins results of further samples. The list is partial, so the mix of outcomes need not match the whole.

entry | SMILES | Rat MKP-3 inhibitors | Hsp70 displacement
1 | O=C(/C=C/c1ccco1)NC(=S)Nc1ccccn1 | x | -2.8%
2 | Cc1ccc(Cl)cc1NC(=O)C1CCCC1 | -2% | 0.5%
3 | Cc1nnc(SCC(=O)N2c3ccccc3CC2C)s1 (stereo not drawn) | -4% | -0.6%
4 | Cc1ccc2cc(CCNC(=O)c3ccco3)c(=O)[nH]c2c1 | x | 3.9%
5 | Cc1nnc(SCC(=O)Nc2ccc3c(c2)OCCO3)s1 | x | 0.3%
6 | CCOC(=O)N1CCN(C(=O)CS(=O)Cc2nc(-c3ccc(C)cc3)oc2C)CC1 (stereo not drawn) | -6% | 0.6%
7 | CC(C)CN(CC(C)C)S(=O)(=O)N1CCC(C(=O)NC2CCCCCCC2)CC1 | -2% | x
8 | O=S(=O)(c1ccc(Oc2ccc(-c3nnco3)cc2)nc1)N1CCC(Cc2ccccc2)CC1 | -7% | 0.9%
9 | O=C(NCc1ccccc1)C1CCCN(S(=O)(=O)c2cccs2)C1 (stereo not drawn) | x | -4.2%
10 | COCCn1nnnc1C(c1cccs1)N1CCN(c2cc(C)ccc2C)CC1 (stereo not drawn) | -8% | 4.6%
11 | COc1ccc(N=Cc2c(O)n(-c3cccc(C)n3)c(=O)c3ccccc23)cc1 | x | -4.9%
12 | [O-][n+]1onc2c1CCc1c-2nc(-c2ccccc2Cl)n1O | -1% | 4.2%
13 | Cn1c(=O)c2c(nc(Sc3nc4ccccc4o3)n2C)n(C)c1=O | 2% | 0.9%
14 | CCOc1cc(C(=O)Nc2cccc(C)c2C)cc(OCC)c1OCC | 2% | -0.7%
15 | CN(Cc1ccccc1)C(=O)CSc1nnc(-c2ccco2)n1-c1ccccc1 | -9% | -0.1%
16 | O=C(CSc1nnc(COc2ccccc2Cl)o1)NC(=O)NC1CCCC1 | x | 3.3%
17 | COc1ccccc1C(=O)Nc1cccc(-c2cn3ccsc3n2)c1 | -17% | 3.8%
18 | COc1ccccc1OCc1nnc(SCCN2CCOCC2)o1 | -9% | 3.3%
19 | COC(=O)c1ccc(Cl)c(S(=O)(=O)N2CCOCC2)c1 | 4% | 2.4%
20 | CC(C)Oc1cccc(C(=O)Nc2ccc(N3CCN(S(C)(=O)=O)CC3)cc2)c1 | -1% | -2.3%
21 | Cn1c(=O)c2c(nc(CN3CCCCC3)n2CCCc2ccccc2)n(C)c1=O | 1% | 0.6%
22 | Cc1ccnc(SC2CC(=O)N(c3ccccc3)C2=O)n1 (stereo not drawn) | 4% | 0.1%
23 | COC(=O)c1sc(NC(=O)COc2ccc(OC)cc2)nc1C | x | -0.2%
24 | Cc1nc2cc(-c3ccccc3)ccc2o1 | -14% | 2.4%

Molecules above that have a halogen, in the order listed:
entry | SMILES | Rat MKP-3 inhibitors | Hsp70 displacement
2 | Cc1ccc(Cl)cc1NC(=O)C1CCCC1 | -2% | 0.5%
12 | [O-][n+]1onc2c1CCc1c-2nc(-c2ccccc2Cl)n1O | -1% | 4.2%
16 | O=C(CSc1nnc(COc2ccccc2Cl)o1)NC(=O)NC1CCCC1 | x | 3.3%
19 | COC(=O)c1ccc(Cl)c(S(=O)(=O)N2CCOCC2)c1 | 4% | 2.4%

(listing goes on)
entry | SMILES | Rat MKP-3 inhibitors | Hsp70 displacement
25 | CCOc1cc(C=C2C(=O)NC(=O)NC2=O)ccc1OCc1cccc2ccccc12 | 8% | 2.2%
26 | CCOc1ccc(N2Cc3ccccc3C2)cc1 | -11%&0% | 2.0%&-1.8%
27 | Cc1ccc(C(c2nnnn2C(C)(C)C)N2CCN(C3CCCC3)CC2)cc1 (stereo not drawn) | 2% | -0.1%
28 | Nc1ncc2c(n1)CC(c1ccco1)CC2=O (stereo not drawn) | -4% | 7.0%
29 | COc1ccc(/C=c2/sc3n(c2=O)NC2(c4ccccc4)N(C)C(=O)N(C)C2(c2ccccc2)N=3)cc1 (stereo not drawn) | x | 3.2%
30 | Cc1cc(C)c(NC(=O)Cc2ccccc2[N+](=O)[O-])c(C)c1 | 0% | 2.8%
31 | COC(=O)Cc1cc(=O)[nH]c(/N=C(\N)Nc2ccc(C)cc2C)n1 | -12% | -0.8%
32 | COc1ccc(OC)c(NC(=O)CCN2CCN(c3ccccc3F)CC2)c1 | -10% | -2.1%
33 | COc1ccc(CCNC(=O)CCSc2nc(-c3ccco3)cc(C(F)(F)F)n2)cc1 | -14% | -6.1%
34 | Cc1nn2c(N3CCN(C4CCCC4)CC3)cc(C(C)(C)C)nc2c1-c1ccccc1 | x | 0.3%
35 | COC(=O)c1cccc(Oc2nc(N3CCOCC3)nc(N3CCOCC3)n2)c1 | -3% | 4.5%
36 | O=C(Nc1ccc(-c2cn3ccsc3n2)cc1)C1CCCC1 | 3% | -2.5%
37 | Cc1cc(C)n(C(=O)CN2C(=O)COc3ccccc32)n1 | -5% | 3.4%
38 | CCOc1ccc(C(=O)N2CCc3ccccc3C2)cc1OCC | -1% | 4.0%
39 | O=C(Cc1ccccc1)Nc1ccc2oc(-c3cccc(Br)c3)nc2c1 | 7% | 3.9%
40 | O=C(CSc1nnc(Cc2ccccc2)o1)NCc1ccco1 | -4% | -1.0%
41 | CCOc1cc(/C=N/N2CCN(Cc3ccc(Cl)cc3)CC2)ccc1O | 0% | 1.9%
42 | CCc1cc2c(Nc3ccc(Br)cc3)ncnc2s1 | 4% | -9.7%
43 | O=C(NCCN1CCOCC1)C1CC(=O)N(c2ccc(F)c(Cl)c2)C1 (stereo not drawn) | -8% | -7.7%
44 | O=C(NCc1ccc2c(c1)OCO2)C1CC(c2ccc(Cl)c(Cl)c2)=NO1 (stereo not drawn) | x | -1.3%
45 | O=C(Nc1ncc(Cc2cccc(Cl)c2)s1)c1cccs1 | x | 4.7%
46 | N=c1nc(-c2ccccc2)ccn1O | 4% | -2.9%
47 | COc1ccc(S(=O)(=O)CCC(=O)NCCc2ccc(Cl)cc2)cc1 | x | 2.4%
48 | Cc1nnc(N2C(=O)C(O)=C(C(=O)c3ccco3)C2c2ccc(F)cc2)s1 (stereo not drawn) | -3% | x
49 | CCCOc1ccc(CSc2ncn[nH]2)cc1 | -2% | 4.1%
50 | CNC(=O)NC(=O)CSc1ncc(C(F)(F)F)cc1Cl | 2% | -5.3%
51 | CCOc1cc2[nH]c(=S)n(Cc3ccc(C)o3)c(=O)c2cc1OCC | 8% | -1.4%
52 | CCOC(=O)c1c(C)sc2c1N(C(=O)CN(CC)CC)c1ccccc1S2 | x | -1.0%
53 | Cc1ccc(C(C(=O)NC2CCCC2)N(C(=O)CNC(=O)c2cccs2)c2cccnc2)o1 (stereo not drawn) | x | -1.8%
54 | Cc1ccccc1-n1c(-c2ccccc2)nc2c(cnn2-c2ccccc2)c1=O | 0% | 5.0%
55 | Cc1cc(C(=O)CSc2nc3ccccc3o2)c(C)n1C1CC1 | -4% | -3.7%
56 | COc1ccc2c(c1)/C(=N/OC(=O)c1ccc(OC)c(OC)c1)CCC2 | 3% | 2.5%
57 | CC(=O)NC(Cc1ccc(C(C)C)cc1)C(=O)NC1CCN(c2nc(C)cc(C)n2)CC1 (stereo not drawn) | -4% | 4.7%
58 | COc1ccc(/C=N/n2cncn2)cc1COc1ccc(NC(C)=O)cc1 | -7% | 3.5%
59 | CCCn1nnnc1SCC(=O)N(C(C)C)C(C)C | -7% | -4.1%
60 | O=C1c2ccccc2C(=O)N1Cc1nc2ccccc2c(=O)n1CCCn1ccnc1 | -7%&-2% | -2.7%&-8.8%

Sorted by SMILES length (high to low): 3 of the compounds above
entry | SMILES | Rat MKP-3 inhibitors | Hsp70 displacement
13 | Cn1c(=O)c2c(nc(Sc3nc4ccccc4o3)n2C)n(C)c1=O | 2% | 0.9%
14 | CCOc1cc(C(=O)Nc2cccc(C)c2C)cc(OCC)c1OCC | 2% | -0.7%
36 | O=C(Nc1ccc(-c2cn3ccsc3n2)cc1)C1CCCC1 | 3% | -2.5%

The list continues.
entry | SMILES | Rat MKP-3 inhibitors | Hsp70 displacement
61 | CSC1=Nc2sc3c(c2C2=NCCN12)CCCC3 | -7% | 0.6%
62 | CCOC(=O)c1cccc(NC(=O)CCNS(=O)(=O)c2ccc3c(c2)CCN3C(=O)CC)c1 | 2% | -2.1%
63 | Cc1nnc(SCC(=O)Nc2c(C)n(C)n(-c3ccccc3)c2=O)s1 | 2% | -1.4%
64 | COc1cc(NC(=O)COc2ccc(C)cc2C)ccc1NC(=O)c1ccco1 | 7% | 5.1%
65 | COc1ccc2[nH]cc(CCNC(=O)C3CCCNC3=O)c2c1 (stereo not drawn) | -4% | 4.1%
66 | CCn1c(=O)c2cc(S(=O)(=O)NCc3ccccc3)ccc2n(CC)c1=O | -3% | -4.8%
67 | CCn1c(SCC(=O)N2CCN(c3ccccc3)CC2)nc2c(c1=O)SC(C)C2 (stereo not drawn) | -13% | 0.1%
68 | COc1ccc(Nc2nc(C(F)(F)F)nc(C)c2C#N)cc1 | 4% | -0.2%
69 | CCCOc1cccc(C(=O)Nc2cccc(-c3nc4ccccc4s3)c2C)c1 | 4% | -2.9%
70 | CCN1CCN(Cc2c(O)ccc3ccccc23)CC1 | -1% | 4.5%
71 | Cc1cc(=O)n2nc(N3CCCC(C(=O)N4CCc5ccccc54)C3)sc2n1 (stereo not drawn) | 5% | -5.4%
72 | O=C(Nc1ccc(N2CCCC2)c(Cl)c1)c1ccc2c(c1)OCCO2 | x | 1.9%
73 | COc1ccc(-c2cc(-c3ccccc3)nc(N3CCCC3)n2)cc1OC | -8% | -11%
74 | COCCn1c(C)cc(C(=O)CSc2nc3ccccc3c(=O)[nH]2)c1C | -4% | 8.7%
75 | COc1ccccc1C(c1nnnn1Cc1ccco1)N1CCN(c2cccc(C)c2C)CC1 (stereo not drawn) | x | 6.5%
76 | CCC(=O)c1ccc(N2CCCC2)c(F)c1 | 1% | -4.6%&-2.0%
77 | Cc1cccc(NC(=O)c2cc3n(n2)C(C(F)(F)F)CC(c2ccc4c(c2)OCO4)N3)c1 (stereo not drawn) | -2% | -6.2%
78 | O=C(Cc1ccc(Br)cc1)Nc1ccccc1C(F)(F)F | 3% | 2.8%
79 | COc1cc2cc(C(c3nnnn3C3CCCC3)N3CCCCCC3)c(=O)[nH]c2cc1OC (stereo not drawn) | 3% | 2.9%
80 | CSC1=NCCN1C(=O)c1c(F)cccc1F | 6% | 4.6%
81 | CN1CCN(NC(=O)Nc2ccc(Cl)c(Cl)c2)CC1 | 0% | 0.1%
82 | CCCOP(=O)(c1ccc(N(C)C)cc1)C(O)c1ccncc1 (stereo not drawn) | -14% | -1.9%
83 | CCCCOC(=O)Nc1ccc2c(C)cc(=O)oc2c1 | x | 3.1%
84 | CCOc1cc(-c2c(C#N)c(=O)[nH]c3c2c(C)nn3-c2ccc(F)cc2)ccc1O | -9% | 0.8%

Next section; the last 2 above are carried over.
entry | SMILES | Rat MKP-3 inhibitors | Hsp70 displacement
83 | CCCCOC(=O)Nc1ccc2c(C)cc(=O)oc2c1 | x | 3.1%
84 | CCOc1cc(-c2c(C#N)c(=O)[nH]c3c2c(C)nn3-c2ccc(F)cc2)ccc1O | -9% | 0.8%
85 | Cc1onc(-c2c(Cl)cccc2Cl)c1C(=O)NCc1ccccn1 | -8% | -0.5%
86 | Cc1cccc(C)c1NC(=O)CSc1nnc(-c2ccco2)c(-c2ccco2)n1 | x | 15%
87 | O=C1CC(NNC(=O)c2ccccc2)C(=O)N1 (stereo not drawn) | x | -4.7%
88 | Cc1nn(Cc2ccccc2)c2sc(C(=O)NCc3cccnc3)cc12 | 2% | -1.2%
89 | COc1ccc(C2Nc3ccccc3C(=O)N2Cc2ccccc2)cc1COc1ccc([N+](=O)[O-])cc1 (stereo not drawn) | 0% | -4.2%
90 | CCc1ccc2[nH]c(=O)c(CN(Cc3ccccc3OC)C(=O)Nc3ccccc3OC)cc2c1 | x | 4.7%
91 | Cc1ccc(C)n1-n1cnc2sc(-c3ccccc3)cc2c1=O | -1% | -0.4%
92 | COc1ccc(-c2nc(Cc3ccc(OC)c(OC)c3)no2)cc1 | 5% | -0.5%
93 | CN(CCNC(=O)C1CCN(S(=O)(=O)N2CCOCC2)CC1)CCc1ccccc1 | 1% | -3.6%
94 | O=S(=O)(c1ccccc1Cl)N1CCCC(c2nc(-c3cccnc3)no2)C1 (stereo not drawn) | -8% | 2.5%
95 | CSCCC1(C(=O)O)NC(c2ccccc2O)C2C(=O)N(C(C)C)C(=O)C21 (stereo not drawn) | -8% | -8.5%
96 | O=C(O)C1CCCCC1C(=O)Nc1nc2ccc(Br)cc2s1 (stereo not drawn) | 2% | -1.0%
97 | CCOC(=O)c1cc2nc(-c3ccco3)cc(C(F)(F)F)n2n1 | x | 4.7%
98 | CCOC(=O)c1c(NC(=O)c2ccn(CC)n2)sc2c1CCCC2 | 0% | 0.4%
99 | O=C(Nc1nc(-c2ccccc2)cs1)c1cccs1 | 5% | 7.0%
100 | COc1cc(OC)cc(C(=O)N2CCN=C2SCc2cccnc2)c1 | 2% | -0.2%
101 | Cc1cc(-c2nc3ccccc3[nH]2)c2ccccc2n1 | 1%&1% | -1.4%&-0.2%
102 | CCN(CC)CC(C)OC(=O)c1cc(OC)c(OC)c(OC)c1 (stereo not drawn) | x | -2.5%
103 | COc1ccc(-c2nn(C)c(=O)c3ccccc23)cc1NS(C)(=O)=O | -7% | -3.5%
104 | Cc1oc(CSCC2CCCO2)cc1C(=O)O (stereo not drawn) | -12% | 1.4%
105 | O=c1oc2cc(O)ccc2cc1-c1nc2ccccc2o1 | 0% | 51%
106 | O=c1/c(=C/c2cc(Cl)ccc2OCc2ccccc2Cl)sc2nc3ccccc3n12 | 2% | -2.5%
107 | Cc1ccc(OCc2nnc(SCC(=O)NCc3ccccc3)n2C)cc1 | -5% | 1.4%
108 | COc1ccc(NC(=O)CSc2nnc(-c3ccccc3Cl)n2Cc2ccco2)c(OC)c1 | -8% | -3.9%
109 | O=C(NC1=NCCS1)C12CC3CC(C1)CC(C(=O)NC1=NCCS1)(C3)C2 | -3% | -0.5%
110 | Cc1ccc(-c2noc(CSc3nc(N)cc(N)n3)n2)cc1 | -7% | -1.6%
111 | CCOC(=O)c1ccc2[nH]c(C)c(CCC(C)=O)c(=O)c2c1 | 44%&0% | -0.8%&3.5%
